# Pf gametocyte: late stage P. falciparum gametocyte viability inhibitors, primary screen, ATP luminescence, HTS; AID 743093, 2013; hit rate 0.065% among 150,000; inhibition, % at 10.9 µM; P. falciparum stage V gametocytes, 24 h;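 active = inhibition above the mean plus 3 SD of compounds within the control limits, set per campaign, cut at about 38% in these data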;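 also: 0% = DMSO wells and 100% = medium only without gametocytes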
# Rac1 wt GTP bind: wildtype Rac1 GTP binding modulators, primary screen, biochemical, GST-Rac1 beads, flow cytometry, multiplex; AID 757, 2007; GTP binding activity (% of control), % at 10 µM; hit rate 0.27% among 190,000; fluorescent GTP binding; actives lie on both sides; 0 = cold GTP competed, 100 = untreated;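 active = GTP binding activity at least 20 points away from the 100% control level, either lower or higher; inconclusive = compound flagged as likely green fluorescent, judged across all proteins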
# ABCB1 inh: ABCB1 efflux pump inhibitors, primary screen, cell-based, multiplex, flow cytometry, ABCG2 counter-screen; ATP-dependent translocase ABCB1 (Homo sapiens), P08183; CCRF-Adr cells, JC-1 efflux; inhibition, % at 6.6 µM; hit rate 0.067% among 190,000; AID 1326, 2008; in the data active = inhibition above about 40%;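 also: 0% = vehicle and 100% = reference inhibitor; higher value means more JC-1 retained so stronger ABCB1 efflux block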
# Avidin bead fluor: green autofluorescence of compounds with avidin beads – biophysical, 488/530 nm, flow cytometry, artefact control, profiling panel | compound fluorescence 488/530 nm; hits give high values | fluorescence (KMESF) at 10 µM | hit rate 0.38% among 220,000; in the data active = fluorescence above about 47; also: inactives centre near 10
# Rac1 act GTP bind: GTP binding modulators of activated mutant Rac1, primary screen, biochemical, bead-based flow cytometry, multiplex, fluorescent GTP. hit rate 0.11% among 190,000. percent activity (GTP binding), % at 10 µM. AID 764, 2007. GST-Rac1 activated beads; actives lie on both sides; 100% means binding = to untreated wells;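 active = GTP binding at least 20 percentage points away from the 100% baseline, in either direction, so actives lie on both sides; inconclusive = Compound likely fluorescent itself, or too few beads counted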
# Rab7 wt modul: modulators of GTP binding to Rab7, primary screen, biochemical, wildtype, multiplex bead flow cytometry; hit rate 0.055% among 190,000; GST-Rab7 beads, fluorescent GTP binding; actives lie on both sides; untreated = 100%, excess cold GTP = 0%; GTP binding activity (percent of control), % at 10 µM;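 active = fluorescent GTP binding to Rab7 beads changed by at least 20 points from the 100% baseline, either direction, mostly lower; inconclusive = compound itself probably fluorescent, or too few beads counted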;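 also: median green fluorescence of bound Bodipy-FL-GTP per Rab7 bead population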
# HRas wt GTP: modulators of GTP binding to HRas wildtype, primary screen, biochemical, bead-based flow cytometry, multiplex | GTPase HRas (Homo sapiens), P01112 | GST-Ras wt beads, Bodipy-FL-GTP binding; actives lie on both sides | GTP binding activity, % at 10 µM | hit rate 0.14% among 190,000;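 active = GTP binding activity at least 20% away from the 100% baseline, either lowered as inhibitor or raised as activator; inconclusive = flagged as likely green fluorescent, judged across all proteins in the well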;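 also: 0% = unlabeled GTP competition control and 100% = no-compound control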
# Rab2A wt mod: modulators of GTP binding to Rab2A wildtype, primary screen, biochemical, dog, bead-based flow cytometry, multiplex; GST-Rab2 wt beads, Bodipy-GTP binding; GTP binding activity, % at 10 µM; AID 760, 2007; Ras-related protein Rab-2A (Canis lupus familiaris), P61105; hit rate 0.19% among 190,000;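 active = GTP binding activity at least 20 points away from 100%, either lowered or raised; inconclusive = signal likely due to the compound's own green fluorescence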;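 also: 0% = beads with excess unlabeled GTP and 100% = no-compound control corrected for plate trend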
# Mcl1-Noxa inh: Mcl-1/Noxa binding inhibitors, primary screen, biochemical, TR-FRET, 1536-well. Induced myeloid leukemia cell differentiation protein Mcl-1 (Homo sapiens), Q07820. TR-FRET Mcl-1/Noxa peptide binding, 2 h. hit rate 1.5% among 220,000. inhibition, % at 21.7 µM;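 active = compounds that cut the protein-peptide binding signal by more than 50% relative to plate controls in a single-dose test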;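 also: His-tagged Mcl-1 with rhodamine Noxa BH3 peptide and terbium anti-His antibody; 0% = Mcl-1 plus Noxa peptide wells and 100% = peptide-only wells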
# Target sequence (Q07820 whole entry, looked up): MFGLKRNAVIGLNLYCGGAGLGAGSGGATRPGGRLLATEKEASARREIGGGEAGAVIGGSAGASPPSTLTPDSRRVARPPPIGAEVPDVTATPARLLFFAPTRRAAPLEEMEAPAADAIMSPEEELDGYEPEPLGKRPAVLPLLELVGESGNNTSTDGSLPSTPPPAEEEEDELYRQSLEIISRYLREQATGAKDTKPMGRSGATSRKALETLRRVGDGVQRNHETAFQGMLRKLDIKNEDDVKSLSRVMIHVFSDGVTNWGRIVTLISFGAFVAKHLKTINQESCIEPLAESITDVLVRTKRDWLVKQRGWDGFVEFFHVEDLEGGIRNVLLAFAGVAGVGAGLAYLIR
# ABCG2 inh: ABCG2 efflux pump inhibitors, primary screen, multiplex with ABCB1, IgMXP3 cells, flow cytometry | Broad substrate specificity ATP-binding cassette transporter ABCG2 (Homo sapiens), Q9UNQ0 | JC-1 efflux | inhibition, % at 6.6 µM | hit rate 0.1% among 190,000 | AID 1325, 2008;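 active = inhibition above 80%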;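 also: 0% = DMSO and 100% = nicardipine control wells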
# Target sequence (Q9UNQ0 whole entry, looked up): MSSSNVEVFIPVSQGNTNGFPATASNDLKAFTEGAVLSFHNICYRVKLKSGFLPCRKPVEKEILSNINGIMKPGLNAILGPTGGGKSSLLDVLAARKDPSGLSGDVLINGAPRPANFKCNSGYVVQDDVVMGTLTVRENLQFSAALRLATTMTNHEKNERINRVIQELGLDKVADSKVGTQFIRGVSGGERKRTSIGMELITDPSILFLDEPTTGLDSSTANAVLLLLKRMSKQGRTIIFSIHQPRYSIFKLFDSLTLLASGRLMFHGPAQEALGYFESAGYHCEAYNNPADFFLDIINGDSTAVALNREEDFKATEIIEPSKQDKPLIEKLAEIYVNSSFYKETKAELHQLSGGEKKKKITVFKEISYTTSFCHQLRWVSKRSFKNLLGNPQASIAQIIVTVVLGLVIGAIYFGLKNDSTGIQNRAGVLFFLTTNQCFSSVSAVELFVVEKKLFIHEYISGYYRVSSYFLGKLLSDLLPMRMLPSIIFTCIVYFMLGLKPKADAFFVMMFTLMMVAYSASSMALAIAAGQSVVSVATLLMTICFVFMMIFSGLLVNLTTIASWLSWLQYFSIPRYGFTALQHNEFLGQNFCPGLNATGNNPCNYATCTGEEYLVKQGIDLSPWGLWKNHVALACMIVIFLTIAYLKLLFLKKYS
#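 Measure – % inhibition of efflux relative to nicardipine and DMSO · Test system – ABCG2 IgMXP3 and barcoded ABCB1 CCRF-Adr cell mix · Control set – nicardipine as high control, DMSO as low control · Compound – one concentration, 6.6 µM final · Signal – flow cytometry of retained JC-1 fluorescence · Timing – 10 min exposure at 25 °C with rotation, no wash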
# Cdc42 wt: modulators of GTP binding to wildtype Cdc42, primary screen, biochemical, multiplex bead flow cytometry, Bodipy-GTP. GST-Cdc42 beads; actives lie on both sides. Cell division control protein 42 homolog (Homo sapiens), P60953. hit rate 0.2% among 190,000. percent activity (GTP binding), % at 10 µM;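 active = percent activity GTP binding at least 20 points away from the 100% baseline, either down as inhibitor or up as activator; inconclusive = compound flagged as likely green fluorescent from well-wide comparison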;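 also: median bead fluorescence of bound Bodipy-FL-GTP at 100 nM; 0% = excess unlabeled GTP control and 100% = no compound control; below 100% means less GTP binding so inhibitor and above means activator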
# An asterisk follows results filed as active; ? = inconclusive; . = no result given.
SMILES,Pf gametocyte,Rac1 wt GTP bind,ABCB1 inh,Avidin bead fluor,Rac1 act GTP bind,Rab7 wt modul,HRas wt GTP,Rab2A wt mod,Mcl1-Noxa inh,ABCG2 inh,Cdc42 wt
CS(=O)(=O)Nc1ccc(C2=NN(S(C)(=O)=O)C(c3ccccc3)C2)cc1 (stereo unspecified),-11.8,105.0,0.1,3,99.0,104.0,102.0,100.0,10.5,-0.1,101.0
O=C(C1CCN(S(=O)(=O)N2CCOCC2)CC1)N1CCN(Cc2ccccc2)CC1,.,99.0,0.6,7,98.0,102.0,101.0,100.0,1.5,0.7,100.0
CCC(=O)Nc1ccccc1N1CCN(S(C)(=O)=O)CC1,.,108.0,0.2,10,100.0,104.0,104.0,104.0,0.8,1.8,106.0
Cc1nc2ccccn2c1C(=O)N/N=C/c1cc(C)n(-c2ccc(Br)cc2)c1C,-26.2,104.0,0.0,19,99.0,98.0,100.0,98.0,13.4,1.1,101.0
CC(C)CC(c1nnnn1C(C)C)N1CCN(c2ccccc2)CC1 (stereo unspecified),.,103.0,0.2,9,99.0,101.0,103.0,102.0,14.1,-0.2,102.0
COc1ccc(NC(=O)c2cccc(NC(=O)c3ccco3)c2)c(OC)c1,.,96.0,0.4,25,97.0,95.0,97.0,99.0,6.0,2.6,96.0
C=CCc1c(C)nc(SCc2nc3ccccc3c(=O)[nH]2)[nH]c1=O,.,103.0,0.3,1,99.0,101.0,101.0,99.0,15.4,2.6,100.0
CCO[C@@H]1OC(C(=O)NC2CC2)=C[C@H](c2ccccc2)[C@H]1CCCO,-20.8,99.0,0.0,6,97.0,101.0,97.0,97.0,-2.0,0.1,96.0
COc1ccc(NC(=O)CN2CCN(S(=O)(=O)c3ccc(Cl)cc3)CC2)cc1,.,103.0,0.5,15,100.0,101.0,103.0,101.0,8.4,1.6,104.0
N#CCCN(Cc1cccnc1)C(=O)c1sc2cc(F)ccc2c1Cl,-11.4,102.0,0.7,6,99.0,98.0,97.0,98.0,6.3,4.2,101.0
O=C(CSC1=NCCS1)Nc1ccc(S(=O)(=O)N2CCCCCC2)cc1,.,98.0,0.6,11,98.0,98.0,97.0,99.0,-1.8,3.4,99.0
O=C(CCc1nnc(C2CCCCC2)o1)NCc1ccc(F)c(F)c1,18.5,96.0,0.5,3,94.0,96.0,97.0,96.0,13.5,4.1,96.0
COc1ccccc1CNC(=O)CNCC1CCCO1 (stereo unspecified),.,111.0,0.7,6,104.0,104.0,104.0,104.0,14.6,2.6,104.0
CC(=O)Nc1ccc(OCC(=O)NC(C)C(C)C)cc1 (stereo unspecified),-9.3,107.0,2.9,10,102.0,100.0,102.0,103.0,10.3,40.6,102.0
COc1ccc(OC)c(-c2cc(C(=O)N3CCN(c4ncccn4)CC3)c3ccccc3n2)c1,.,?,2.3,21,?,?,?,?,10.4,7.4,?
Cc1ccc(Cl)cc1-n1c(=O)cc(N2CCN(C(=O)c3ccco3)CC2)[nH]c1=O,-4.4,98.0,0.2,22,94.0,97.0,97.0,97.0,8.7,0.3,97.0
CNC(=O)C1CC(=O)N(CCCc2ccccc2)C(=Nc2ccccc2)S1 (stereo unspecified),-3.2,111.0,0.1,3,103.0,100.0,100.0,100.0,1.8,3.1,103.0
Cc1ccc(Cl)cc1NC(=O)Cn1cc2c(n1)CCCC2,.,106.0,0.8,27,97.0,103.0,101.0,102.0,-4.4,4.4,102.0
Cc1ccc(N=Cc2c(O)n(C)c(=O)n(C)c2=O)nc1,.,96.0,-0.3,5,97.0,94.0,96.0,98.0,-8.4,-0.8,97.0
Cc1sc2c(c1C)C(=O)NC(c1cccc(O)c1)N2 (stereo unspecified),.,103.0,-0.1,14,99.0,104.0,100.0,101.0,6.9,15.2,101.0
CC1CCCN(C(=O)c2ccccc2OC2CCN(S(C)(=O)=O)CC2)C1 (stereo unspecified),-21.1,100.0,0.2,7,99.0,99.0,104.0,110.0,-5.9,-0.4,102.0
C=C(C)CNC(=S)N/N=C/C1=CCC2CC1C2(C)C (stereo unspecified),6.5,103.0,0.4,17,100.0,97.0,103.0,103.0,8.0,2.9,102.0
Cn1cccc1-c1nc2ccc(NC(=O)c3ccccc3)cc2[nH]1,-28.7,100.0,1.0,17,95.0,98.0,99.0,99.0,24.2,54.1,99.0
CCOc1cc(/C=N/NC(=O)c2ccc(CSc3nncn3C)cc2)ccc1OCC(=O)N1CCOCC1,-6.3,90.0,-0.4,19,93.0,103.0,96.0,96.0,-10.7,-0.5,94.0
C=CCn1c(C)cc(C(=O)COC(=O)c2ccc(N)c([N+](=O)[O-])c2)c1C,-7.5,101.0,2.0,5,100.0,103.0,101.0,103.0,11.8,20.6,102.0
# (further entries)
SMILES,Pf gametocyte,Rac1 wt GTP bind,ABCB1 inh,Avidin bead fluor,Rac1 act GTP bind,Rab7 wt modul,HRas wt GTP,Rab2A wt mod,Mcl1-Noxa inh,ABCG2 inh,Cdc42 wt
Clc1nc2ccccc2cc1-c1nnn(-c2ccccc2)n1,.,95.0,1.0,5,94.0,100.0,95.0,94.0,-6.6,3.6,94.0
c1ccc2c(c1)NC1(CCCCCC1)n1c-2nc2ccccc21,-2.2,107.0,0.5,9,99.0,104.0,106.0,104.0,17.6,3.5,105.0
CC(C)(C)N(C=C(Cl)Cl)C(=O)NC1CCCCC1,13.0,97.0,0.2,14,95.0,100.0,100.0,97.0,-1.8,0.4,95.0
CCOC(=O)CSc1ncnc2c1c(-c1ccccc1)cn2-c1ccc(OC)cc1,.,100.0,1.3,11,97.0,100.0,98.0,97.0,16.6,32.5,103.0
CC(C)(C)C(=O)N1CCC(O)(CS(=O)(=O)Cc2ccc(Cl)cc2)CC1,-5.1,106.0,0.3,17,102.0,103.0,103.0,103.0,13.5,2.9,105.0
CSCCC(NC(=O)C1CCC(C)CC1)C(=O)O (stereo unspecified),-2.5,92.0,0.2,27,91.0,93.0,94.0,94.0,-0.3,0.5,95.0
COc1ccc2[nH]c3c(c2c1)CCNC3C1CC=C(C)CC1 (stereo unspecified),16.9,101.0,0.3,13,95.0,107.0,100.0,101.0,22.1,0.6,99.0
Cc1ccc(-n2c(C)cc(/C=N/Nc3ccc([N+](=O)[O-])cn3)c2C)cc1,.,104.0,0.8,28,99.0,105.0,103.0,101.0,9.7,1.9,104.0
Cc1ccc(C(=O)Nc2nccc(-c3cccs3)n2)cc1,13.2,109.0,0.5,9,101.0,101.0,100.0,100.0,-0.4,4.0,99.0
CC1CCN(C(C(=O)Nc2ccc(C(C)C)cc2)c2ccc3c(c2)OCO3)CC1 (stereo unspecified),.,103.0,0.4,7,101.0,102.0,101.0,101.0,7.2,0.6,102.0
CC(=O)c1ccc(Oc2nc(-c3cccnc3)nc3ccccc23)cc1,13.2,94.0,1.6,27,93.0,93.0,94.0,94.0,-4.4,11.7,95.0
Cc1cccc(OCc2nc(C)cc(=O)[nH]2)c1,-6.8,100.0,1.8,15,98.0,99.0,101.0,100.0,-3.5,18.4,98.0
CC(=O)Cc1nsc(NC(=O)c2ccc(-c3cccc(Cl)c3)o2)n1,-4.0,96.0,-0.4,9,97.0,100.0,95.0,98.0,1.1,-0.9,96.0
C=CCC(NCc1ccco1)c1ccc(OC)c(OC)c1 (stereo unspecified),.,110.0,0.6,8,105.0,101.0,104.0,103.0,17.4,4.2,105.0
O=C(c1ccccc1-c1nc2ccccc2[nH]1)N1CCCCC1,19.9,104.0,0.5,9,101.0,95.0,99.0,98.0,5.6,2.4,106.0
COCC(=O)Nc1ccc(Br)c(C)c1,-0.2,99.0,0.3,10,97.0,96.0,100.0,96.0,12.4,6.9,105.0
CN(C)c1cccc(NC(=O)CCc2ccccc2)c1,.,106.0,0.2,19,99.0,102.0,104.0,105.0,8.9,2.8,104.0
Cc1cc(C)nc(SCc2nnc(SCC(=O)Nc3nccs3)n2Cc2ccco2)n1,.,106.0,0.3,7,100.0,104.0,103.0,101.0,-0.6,2.3,104.0
COc1ccccc1N1CCN(C(=O)CCCn2nc(C)c([N+](=O)[O-])c2C)CC1,-1.2,94.0,1.2,5,95.0,94.0,93.0,95.0,17.5,3.0,95.0
Cc1c(Cl)cccc1NC(=O)CN1CCC(NC(=O)C2CCCCC2)CC1,.,96.0,0.2,8,97.0,98.0,96.0,94.0,-5.3,0.4,98.0
CC(C)N(Cc1cn(C)nc1-c1cccc(Cl)c1)Cc1nccn1C,2.1,100.0,0.6,5,98.0,94.0,99.0,98.0,8.1,1.8,97.0
Cc1ccccc1C(=O)NC(NC(=S)Nc1ccc(S(N)(=O)=O)cc1)C(Cl)(Cl)Cl (stereo unspecified),14.8,104.0,-1.0,5,100.0,103.0,101.0,103.0,-1.6,-5.4,102.0
CCn1nnnc1-c1ccc(OC)c(S(=O)(=O)NCCc2ccccc2)c1,-4.9,102.0,0.2,21,96.0,97.0,102.0,102.0,-12.8,0.7,96.0
COC(=O)c1cc(COC(=O)c2nc3nccc(C)n3n2)oc1C,-13.7,99.0,0.3,9,94.0,99.0,97.0,97.0,3.4,2.3,97.0
Cc1cccc(N(C(=O)c2csnn2)C(C(=O)NC(C)(C)C)c2cccs2)c1 (stereo unspecified),-0.5,109.0,0.6,25,98.0,99.0,102.0,97.0,-13.0,3.5,103.0
COCCn1nnnc1CN(CCc1ccccc1)Cc1cc2ccc(C)cc2[nH]c1=O,.,98.0,2.0,31,95.0,93.0,96.0,94.0,5.3,7.2,96.0
CN(CC(=O)Nc1ccc(Cl)cc1)CC(=O)Nc1ccc(C(N)=O)cc1,22.7,93.0,-0.3,11,94.0,99.0,98.0,92.0,11.5,-1.1,94.0

# Source: PubChem (several laboratories)
